FLuc inh counter = inhibits firefly luciferase, flagging false hits in luciferase inhibition screens. actives 1.5% (n = 200,000). P08659. inhibition, % at 10 µM. AID 1006. ATPLite firefly luciferase biochemical luminescence, 10 min;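 active = inhibition above about 50% when tested at 10 µM, limit read from the data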
Target sequence (P08659 whole entry, looked up): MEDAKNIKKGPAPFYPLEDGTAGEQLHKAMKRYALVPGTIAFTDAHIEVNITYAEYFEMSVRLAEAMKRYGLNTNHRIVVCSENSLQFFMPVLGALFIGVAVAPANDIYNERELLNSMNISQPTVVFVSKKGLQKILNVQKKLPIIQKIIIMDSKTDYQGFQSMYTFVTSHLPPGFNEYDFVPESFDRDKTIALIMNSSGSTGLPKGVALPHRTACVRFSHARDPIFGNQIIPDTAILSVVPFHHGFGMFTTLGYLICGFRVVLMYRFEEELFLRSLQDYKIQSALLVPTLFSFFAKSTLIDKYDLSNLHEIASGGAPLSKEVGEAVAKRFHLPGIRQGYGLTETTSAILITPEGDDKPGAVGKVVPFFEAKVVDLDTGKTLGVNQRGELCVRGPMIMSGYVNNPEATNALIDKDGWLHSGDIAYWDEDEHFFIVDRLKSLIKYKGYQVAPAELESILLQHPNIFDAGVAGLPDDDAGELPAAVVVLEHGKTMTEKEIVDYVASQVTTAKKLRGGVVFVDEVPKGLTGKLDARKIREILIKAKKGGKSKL
Hsp70 act = transcriptional activators of Hsp70. actives 0.04% (n = 200,000). activation, % at 10 µM. AID 1203. HeLa Hsp70 promoter luciferase reporter, luminescence; scaled: vehicle 0, proteasome-inhibitor control 100%;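 active = activation above the mean across all tested compounds plus 3 SD, cutoff set per campaign, cut at about 5.5% in these data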;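 also: 100% = MG132 at 30 µM as the positive control and 0% = DMSO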
STAT1 act = STAT1 signaling activation; activation (% of control), % at 5.5 µM; AID 932; NIH 3T3 STAT1-luciferase reporter, IFN-gamma, luminescence; 100% = IFN-gamma alone, no compound; actives 2.6% (n = 200,000);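 active = activation above the screen-wide mean activation plus 3 SD, cut at about 130% in these data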;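 also: raw ratio to IFN-gamma control signal so 100% means no change and 0% no light; values of inactives mirror those of a sister screen read the other way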
G6PDH counter = inhibits Leuconostoc G6PDH, flagging false hits in G6PDH-based assays; actives 0.12% (n = 200,000); Purified L. mesenteroides G6PDH, diaphorase/resazurin coupled fluorescence, 45 min; inhibition, % at 5 µM; in the data active = inhibition above about 50%
DTT redox prof = compounds producing H2O2 with reducing agent – biochemical, NIH compound library profiling, artefact control for MLSCN library redox annotation, primary screen; DTT-dependent redox cycling H2O2, phenol red/HRP absorbance; 100% = 100 µM peroxide control, 0% = buffer; activation, % at 10 µM; actives 0.03% (n = 200,000); AID 878;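 active = activation of at least 50% relative to the plate's high and low controls in the primary single-dose screen; inactive = activation below 50%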;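 also: compound incubated with DTT at 0.8 mM final as the reducing agent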
APP transl inh = APP translation inhibition; inhibition, % at 2 µM; SH-SY5Y APP 5'UTR-luciferase reporter, luminescence; actives 0.82% (n = 190,000); AID 1285;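 active = inhibition above a set limit, derived from the sample mean plus 3 SD, cut at about 45% in these data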; also: values of inactives mirror those of a sister screen read the other way
APP 5'UTR act = activates APP 5'UTR luciferase reporter; SH-SY5Y APP 5'UTR luciferase reporter, luminescence; zero percent = DMSO vehicle wells; AID 1276; activation, % at 2 µM; actives 1% (n = 190,000);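 active = activation above a set limit, based on mean plus 3 SD of controls, cut at about 140% in these data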; also: values of inactives mirror those of a sister screen read the other way
HMGR II inh = E. faecalis class II HMG-CoA reductase inhibition. inhibition, % at 10 µM. purified E. faecalis HMGR, NADPH absorbance 340 nm kinetic. actives 0.41% (n = 190,000);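 active = inhibition above a set limit, the median over all tested compounds plus 3 SD, cut at about 9.5% in these data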;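 also: enzyme runs in reverse so mevalonate oxidation gives rising NADPH absorbance; 0% = complete reaction with DMSO and 100% = background rate lacking mevalonate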
FLuc stim CS = affects firefly luciferase, flagging false hits in luciferase stimulation screens; activation factor at 10 µM; P08659; 200,000 tested, under 10 active; ATPlite luciferase biochemical, luminescence, 10 min; 0 = ATP-free wells, 1 = DMSO control;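 active = luciferase activation factor, scaled between plate controls, of at least 2 with compound at 10 µM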
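test system = cell-free luciferase reagent | medium = PBS as buffer for the ATP substrate | dosing = test compounds dosed from 2 mM stocks in 100% DMSO | incubation = 10 min at ambient temperature | detection = luminescence measurement of luciferase light output | benchmarks = low control with PBS replacing ATP, high control enzyme plus ATP without compound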
NF-kB expr up = compounds increasing NF-kB expression in human neuronal cells; fold change at 12.5 µM; actives 1.6% (n = 190,000); AID 1239; NF-kB reporter expression; stronger effect = higher value; in the data active = fold change above about 3.3
Active calls of the source: *; nt = not tested or not shown.

Below each compound: FLuc inh counter	Hsp70 act	FLuc stim CS	STAT1 act	APP transl inh	DTT redox prof	NF-kB expr up	G6PDH counter	HMGR II inh	APP 5'UTR act
- O=C(CCN1C(=O)C2CC=C(Cl)CC2C1=O)Nc1ccccc1O (centres undefined)
    -5	0.5	1.1	109	0	-0.7	1.3	-1	4	0
- CCOCCCNC(=O)c1ccc(N2CCCC2)c(NS(=O)(=O)c2ccc(C)cc2)c1
    2	0.1	1	100	-4	0.1	1.1	8	-1	4
- O=C(Cn1cnc2ccccc2c1=O)Nc1ccc2c(c1)OCO2
    8	-0.3	0.9	123	-21	-0.1	2.6	8	-1	21
- COC(=O)c1ccc(CSc2nc3ccc(C)cc3[nH]2)o1
    3	-0.2	1	100	nt	0.0	1.3	-5	-1	nt
- O=C(NCC(c1cccnc1)N1CCN(c2ccccc2F)CC1)C1CCCCC1 (centres undefined)
    -1	-0.4	1	101	-11	0.2	0.87	2	0	11
- COc1ccc(-c2nnn(Cc3nc(N)nc(N4CCCCC4)n3)n2)cc1
    -2	-0.1	1	103	-3	-2.9	0.62	-6	2	3
- CCCNC(=O)Cn1c(=O)cnc2ccccc21
    -7	-0.3	1.1	99	-12	0.5	0.99	-10	-7	12
- CC1(C)CC(=O)C(CC(=O)NC2CCCc3ccccc32)C(=O)C1 (centres undefined)
    -5	-0.3	1	94	-16	-0.9	1.2	2	0	16
- COc1cccc(C(=O)Nc2ccccc2C(=O)N2CCCC2)c1
    4	-0.3	1	103	11	0.1	1.1	18	1	-11
- Cc1ccc(/C=c2\sc3nc(-c4ccco4)nn3c2=O)o1
    27	-0.2	0.7	111	-5	-0.1	1.5	11	-8	5
- Clc1c(-c2ccccc2)nnn1-c1ccccc1
    69*	-0.1	0.3	177*	-153	0.0	4.8*	0	-2	153*
- C=CCn1nnc2sc3c(c2c1=O)CCC(C)C3 (centres undefined)
    7	-0.4	0.9	109	-5	0.3	1.6	1	-4	5
- COC(=O)C(CCSC)NC(=O)CNS(=O)(=O)c1ccc(Cl)cc1 (centres undefined)
    3	-0.4	1	98	10	1.6	1.1	14	4	-10
- O=C(O)COc1cccc2nsnc12
    2	0.0	1	103	9	-0.8	0.88	12	0	-9
- CCOC(=O)c1csc(Nc2nc3ccc(F)cc3s2)n1
    -7	-0.3	1.1	118	-15	2.0	1.2	-4	5	15

In a second layout: entries from further up
smiles	FLuc inh counter	Hsp70 act	FLuc stim CS	STAT1 act	APP transl inh	DTT redox prof	NF-kB expr up	G6PDH counter	HMGR II inh	APP 5'UTR act
CCOCCCNC(=O)c1ccc(N2CCCC2)c(NS(=O)(=O)c2ccc(C)cc2)c1	2	0.1	1	100	-4	0.1	1.1	8	-1	4
O=C(Cn1cnc2ccccc2c1=O)Nc1ccc2c(c1)OCO2	8	-0.3	0.9	123	-21	-0.1	2.6	8	-1	21
COC(=O)c1ccc(CSc2nc3ccc(C)cc3[nH]2)o1	3	-0.2	1	100	nt	0.0	1.3	-5	-1	nt

Next section.
Below each compound: FLuc inh counter	Hsp70 act	FLuc stim CS	STAT1 act	APP transl inh	DTT redox prof	NF-kB expr up	G6PDH counter	HMGR II inh	APP 5'UTR act
- O=C(c1ccco1)N1CCc2ccccc21
    14	0.1	0.9	134*	-55	-0.6	2.3	4	0	55
- CN(C(=O)n1cnc2ccccc21)c1ccccc1
    -5	-0.2	1	97	-2	-0.2	1.1	8	-2	2
- COc1ccc(CC(=O)Nc2c3c(nn2-c2cccc(C)c2C)CS(=O)(=O)C3)cc1
    -3	-0.2	1	105	2	-0.4	0.95	17	-1	-2
- CSCCC(NC(=O)c1ccc([N+](=O)[O-])cc1Cl)C(=O)OCC(=O)NC1CCCC(C)C1C (centres undefined)
    -1	0.2	1	93	14	0.3	0.87	0	-3	-14
- O=C(CCNC(=O)c1ccco1)Nc1ccccc1N1CCOCC1
    -5	0.2	1	105	-6	-0.3	0.92	9	4	6
- Cc1c(C(=O)N/N=C/c2ccccc2)sc(=S)n1C
    -7	-0.2	1.1	101	2	1.1	1.1	6	-6	-2
- CCn1c(=O)cc(SCC(=O)Nc2ccc3c(c2)OCO3)c2ccccc21
    -2	0.5	1	88	6	-3.8	1.2	-51	-4	-6
- CSc1nsc(/C=C/Nc2ccc(O)cc2C)c1C#N
    -6	-0.3	1.1	88	6	-0.9	1	5	1	-6
- c1ccc(CN2CCN(c3ncccn3)CC2)nc1
    0	-0.3	1	102	7	0.2	nt	10	nt	-7
- CCOC(=O)c1ccc(NC(=S)N(CCCN2CCCC(C)C2)Cc2ccco2)cc1 (centres undefined)
    -6	-0.3	1.1	99	-12	0.0	0.97	4	-10	12
- C=CCOC(=O)C1=C(C)Nc2nnnn2C1c1cccc(OC)c1OC (centres undefined)
    -6	-0.2	1.1	94	5	-0.5	0.87	9	3	-5
- COc1ccc(C(=O)Nc2ccccc2Cc2ccccc2)c(OC)c1
    -9	-0.3	1.1	92	-3	0.4	1.1	-19	-1	3
- CCN(CC)S(=O)(=O)c1ccc2c(c1)nc(SCC(N)=O)n2-c1ccc(OC)cc1
    -8	0.3	1.1	99	-27	0.7	1	1	-2	27
- Cc1onc(-c2ccccc2)c1C(=O)N/N=C/c1cn(C)c2ccccc12
    -8	-0.4	1.1	77	2	-1.1	1.2	-2	-4	-2
- Cc1nc2ccccc2nc(C)c1=NOCc1cccc(Cl)c1
    -4	0.0	1	98	-16	0.2	0.96	4	1	16

Next compounds:
Below each compound: FLuc inh counter	Hsp70 act	FLuc stim CS	STAT1 act	APP transl inh	DTT redox prof	NF-kB expr up	G6PDH counter	HMGR II inh	APP 5'UTR act
- CC(C)CC(=O)Nc1ccc(C(=O)COc2ccc(-c3nnco3)cc2)cc1
    -6	-0.2	1.1	103	3	0.1	0.51	4	4	-3
- CCOC(=O)C1CCCN(C(=O)c2ccc(Cl)cc2)C1 (centres undefined)
    -7	-0.2	1.1	96	-15	0.5	0.93	2	8	15
- N#Cc1ccc(/C=C\c2nccc3c2[nH]c2ccccc23)cc1
    9	-0.2	0.9	119	-10	0.2	0.72	3	-3	10
- O=[N+]([O-])c1ccc2nc(-c3ccccc3[N+](=O)[O-])[nH]c2c1
    0	-0.4	1	126	-1	0.0	2.4	-2	-6	1
- O=S(=O)(c1ccc(Cl)cc1)n1cccn1
    0	-0.4	1	112	11	0.3	1.1	13	-2	-11
- O=C(CSc1ncnc2scc(-c3ccccc3)c12)N1CCN(c2ccccc2F)CC1
    -5	-0.5	1.1	95	-6	2.8	0.84	-24	0	6
- CCn1c(SCc2ccccc2Cl)nc2ccccc21
    21	0.1	0.8	118	-5	2.3	1.8	5	-4	5
- Cc1cc(C)n2nc(C(=O)Nc3c(C)nn(Cc4ccc(F)cc4)c3C)cc2n1
    -4	1.1	1	97	7	-0.3	1	4	-4	-7
- COC(=O)C1C(O)=C(C=NCc2ccccc2)C(=O)CC1(C)C (centres undefined)
    -7	0.0	1.1	106	-6	1.9	1.2	2	0	6
- Cc1ccccc1CN(c1ccc(C(=O)NCc2cccnc2)cc1)S(C)(=O)=O
    -10	0.2	1.1	100	1	-0.5	nt	12	1	-1
- COC(=O)CSC1=C(C#N)C(c2sccc2C)CC(=O)N1 (centres undefined)
    -7	-0.2	1.1	90	-15	1.7	0.86	1	-2	15
- CCCCCCCC(=O)NNC(=O)CC(=O)Nc1ccccc1C(=O)O
    -2	-0.4	1	95	-9	0.2	1	4	-4	9
- O=C(Cc1cccs1)N/N=C/c1ccco1
    -5	-0.1	1.1	104	-14	0.5	1.1	-5	-11	13
- COc1ccc(NCC(=O)Nc2ccc(C#N)cc2)cc1Cl
    -9	-0.1	1.1	95	21	-0.5	0.86	-1	0	-21
- COc1ccc(/C=C/C(=O)c2ccc(OC)cc2O)cc1
    8	-0.4	0.9	102	10	-0.5	1.6	13	-2	-10

An excerpt from above in order of number of heavy atoms, ascending.
Below each compound: FLuc inh counter	Hsp70 act	FLuc stim CS	STAT1 act	APP transl inh	DTT redox prof	NF-kB expr up	G6PDH counter	HMGR II inh	APP 5'UTR act
- O=S(=O)(c1ccc(Cl)cc1)n1cccn1
    0	-0.4	1	112	11	0.3	1.1	13	-2	-11
- COc1ccc(NCC(=O)Nc2ccc(C#N)cc2)cc1Cl
    -9	-0.1	1.1	95	21	-0.5	0.86	-1	0	-21
- CCCCCCCC(=O)NNC(=O)CC(=O)Nc1ccccc1C(=O)O
    -2	-0.4	1	95	-9	0.2	1	4	-4	9
- Cc1cc(C)n2nc(C(=O)Nc3c(C)nn(Cc4ccc(F)cc4)c3C)cc2n1
    -4	1.1	1	97	7	-0.3	1	4	-4	-7

Next entries:
Below each compound: FLuc inh counter	Hsp70 act	FLuc stim CS	STAT1 act	APP transl inh	DTT redox prof	NF-kB expr up	G6PDH counter	HMGR II inh	APP 5'UTR act
- CC(C)(C)C(=O)NC(=S)NNC(=O)c1sc2ccccc2c1Cl
    4	0.0	1	91	27	-0.6	0.21	-8	2	-27
- CCN(CC)CCCNS(=O)(=O)c1ccc(OC)cc1
    -6	0.3	1.1	100	7	1.7	1.5	2	0	-7
- CCNc1ccccc(C(=O)/C=C/c2ccc3c(c2)OCO3)c1=O
    3	0.0	1	103	13	1.4	1	26	-5	-13
- Nc1ccnn1Cc1cccnc1
    -8	-0.5	1.1	103	-1	3.5	1.1	-4	-2	1
- N#C/C(=N/Nc1ccc(S(=O)(=O)N2CCOCC2)cc1)C(N)=O
    -6	-0.2	1.1	102	1	-0.8	2.8	9	1	-1
- Cc1cccc(NS(=O)(=O)c2cccc3nsnc23)c1
    -9	0.1	1.1	95	-6	-3.8	1	3	5	7
- N#CCCCCn1c(-c2cncs2)nc2ccccc21
    3	-0.4	1	106	-11	-2.5	1.1	5	-4	11
- CN(c1ccccc1C(=O)Nc1ccc(S(=O)(=O)N2CCCCC2)cc1)S(C)(=O)=O
    -9	-0.2	1.1	94	2	-2.9	0.78	-14	-3	-2
- O=C1CC(N2CCN(c3nc4ccccc4s3)CC2)C(=O)N1c1cccc(F)c1 (centres undefined)
    -3	0.2	1	112	12	0.3	0.8	2	-6	-12
- Cc1cc(Nc2ccccc2)n(CCO)n1
    -6	-0.5	1.1	94	-12	1.6	1.2	5	-1	12
- COc1ccc2nc(NC(=O)C3=NN(c4ccccc4)C(=O)CC3)sc2c1
    -2	-0.5	1	95	2	0.6	0.72	15	-13	-2
- COc1ccc2[nH]c(=O)c(CN(CC3CCCO3)C(=S)Nc3ccccc3)cc2c1 (centres undefined)
    -5	-0.3	1	102	-17	0.0	0.78	12	0	17
- N#CCSc1nnc(-c2ccc(S(=O)(=O)N3CCOCC3)cc2)n1CC1CCCO1 (centres undefined)
    -8	-0.6	1.1	101	10	0.1	1	3	-3	-10
- CC(C)CNc1cc(N2CCCC2)ccc1[N+](=O)[O-]
    -1	-0.1	1	105	-1	1.6	1.1	4	-1	1
- O=C(CSc1oc(-c2cccs2)nc1S(=O)(=O)c1ccc(F)cc1)NCC1CCCO1 (centres undefined)
    -6	-0.2	1.1	99	2	-0.6	1	2	-9	-2

Screening data deposited in PubChem by several laboratories.
